Source: PubChem BioAssay (several laboratories)
CRFR2-BP antag: antagonists of CRF-BP/CRF-R2 complex, primary screen, cell-based, HEK293, calcium dye fluorescence, uHTS; CRF-induced calcium fluorescence; inhibition, % at 11.8 µM; 350,000 compounds, 0.59% hits; AID 588475, 2011;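 active = inhibition of the ligand-induced calcium signal above about 50% at the single tested concentration, limit read from the data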
IDE cell activ: human IDE activators in live cells, primary screen, fluorescence polarization, HEK cells, FAbeta-B substrate. 340,000 compounds, 0.073% hits. AID 493087, 2011. FAbeta-B cleavage; 0% vehicle, 100% cell-free pure enzyme wells. activation, % at 5.96 µM. Insulin-degrading enzyme (Homo sapiens), P14735;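 active = activation above the mean of all tested compounds plus 3 SD, set per screening campaign, cut at about 17% in these data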
Target sequence (P14735 whole entry, looked up): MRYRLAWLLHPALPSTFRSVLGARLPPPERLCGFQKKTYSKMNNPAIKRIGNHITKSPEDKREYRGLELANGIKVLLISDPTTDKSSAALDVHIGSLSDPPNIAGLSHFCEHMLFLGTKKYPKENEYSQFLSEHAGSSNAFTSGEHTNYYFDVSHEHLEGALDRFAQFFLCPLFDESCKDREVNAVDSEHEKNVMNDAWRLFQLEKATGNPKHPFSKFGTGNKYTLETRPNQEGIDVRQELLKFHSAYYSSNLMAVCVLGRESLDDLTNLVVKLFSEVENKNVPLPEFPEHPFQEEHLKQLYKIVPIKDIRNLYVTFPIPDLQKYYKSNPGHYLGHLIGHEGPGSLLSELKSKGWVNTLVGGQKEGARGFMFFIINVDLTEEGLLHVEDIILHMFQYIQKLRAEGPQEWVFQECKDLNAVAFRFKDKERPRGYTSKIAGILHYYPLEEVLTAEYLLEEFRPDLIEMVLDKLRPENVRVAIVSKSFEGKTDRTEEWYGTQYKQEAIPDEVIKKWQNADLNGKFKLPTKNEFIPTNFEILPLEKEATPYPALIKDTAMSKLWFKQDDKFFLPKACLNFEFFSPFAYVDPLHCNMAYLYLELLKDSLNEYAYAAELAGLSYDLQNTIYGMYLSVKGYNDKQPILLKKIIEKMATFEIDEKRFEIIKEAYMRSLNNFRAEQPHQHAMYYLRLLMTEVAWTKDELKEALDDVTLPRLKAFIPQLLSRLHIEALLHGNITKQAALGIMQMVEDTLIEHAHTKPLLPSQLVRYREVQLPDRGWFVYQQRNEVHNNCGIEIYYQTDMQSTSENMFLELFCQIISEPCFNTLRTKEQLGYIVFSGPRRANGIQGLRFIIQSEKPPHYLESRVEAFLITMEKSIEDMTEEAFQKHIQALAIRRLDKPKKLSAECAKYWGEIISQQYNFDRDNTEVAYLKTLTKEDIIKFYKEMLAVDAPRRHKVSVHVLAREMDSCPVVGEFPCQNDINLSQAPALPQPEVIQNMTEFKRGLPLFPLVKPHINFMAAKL
pCIP destab: p/CIP-EGFP fusion destabilizers, primary screen, fluorescence, F442A cells; Q05BA5; 16 h; decrease of EGFP signal, % at 10 µM; 290,000 compounds, 0.01% hits;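 active = EGFP signal decrease of at least 30% at 10 µM or well 3 SD below plate mean, unless failing retest; inactive = the rest, including hits failing retest or dose response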; note: some compounds called inactive have numbers as strong as hits; many of its hits are not listed in these tables
GalR3 antag: GalR3 antagonists in HEK293 cells, primary screen, cell-based, fluorescence readout; inhibition, % at 3 µM; AID 651719, 2012; 360,000 compounds, 0.44% hits; HEK293 GalR3-CNG cAMP membrane potential fluorescence; galR3 body fused to GalR1 C-terminus; Galanin receptor type 3 (Homo sapiens), O60755;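 active = inhibition above the screen-wide average plus 3 SD, cut at about 13% in these data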;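 note: forskolin and galanin both at EC90 stimulate the cells; cAMP rise reported by CNG channel membrane potential dye signal; 0% = forskolin plus galanin with DMSO and 100% = forskolin alone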
NS3 helicase inh: inhibitors of HCV NS3 helicase, primary screen, biochemical, Cy5 molecular beacon fluorescence. NS3 helicase DNA unwinding. 290,000 compounds, 0.56% hits. inhibition, % at 10.9 µM. Hepatitis C virus NS3 helicase. AID 1800, 2009;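 active = inhibition above the mean of all tested compounds plus 3 SD, set per campaign, cut at about 35% in these data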;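 note: 0% = DMSO wells and 100% = thioflavine S control wells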
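Test system: hepatitis C virus NS3 helicase domain fragment enzyme. Also added: annealed dual-labelled DNA beacon duplex, ATP-started. Timing: 60 min unwinding reaction at 25 °C after ATP addition. Technique: Cy5 fluorescence. Measure: % inhibition of unwinding.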
UBC9 SUMO inh: inhibitors of in vitro SUMOylation cascade, primary screen, biochemical, HTRF, uHTS. 290,000 compounds, 0.36% hits. HTRF SUMOylation assay, SAE1/SAE2 + UBC9. inhibition, % at 35 µM. SUMO-conjugating enzyme UBC9 (Homo sapiens), P63279; in the data active = inhibition above about 50%, passing the limit was not always enough; inconclusive = no clear call, values can overlap the other calls; note: strong numbers were not always called active
VIM-2 inhibitor: VIM-2 metallo-beta-lactamase inhibitors, primary screen, biochemical, epi-absorbance readout, Pseudomonas aeruginosa enzyme; purified VIM-2, nitrocefin hydrolysis, epi-absorbance fluorescence; inhibition, % at 5.6 µM; 290,000 compounds, 0.89% hits;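 active = inhibition above the mean of all tested compounds plus 3 SD, cutoff set per screening run, cut at about 7.5% in these data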;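 note: red hydrolysis product quenches plate fluorescence so inhibitors raise well fluorescence; 0% = enzyme with DMSO and 100% = DMSO without enzyme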
IMP-1 inhibitor: IMP-1 metallo-beta-lactamase inhibitors, primary screen, biochemical, epi-absorbance readout, Pseudomonas aeruginosa enzyme; metallo-beta-lactamase IMP-1 (Pseudomonas aeruginosa); 290,000 compounds, 0.45% hits; inhibition, % at 5.6 µM; purified IMP-1, nitrocefin hydrolysis, epi-absorbance fluorescence;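 active = inhibition above the mean plus 3 SD of all compounds in the same screening run, cut at about 4.5% in these data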;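 note: 0% = IMP-1 with DMSO and 100% = DMSO wells lacking enzyme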
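System: Purified recombinant IMP-1 metallo-beta-lactamase enzyme | Measured by: Fluorescence quenching readout, ex 480/em 530 nm | Replication: Singlicate | Incubation: 15 min preincubation plus 25 min reaction at 25 °C | Evaluation: Percent inhibition from optical density relative to buffer-blank wells | Benchmarks: DMSO with and without IMP-1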
IDE inh: human IDE inhibitors in live cells, primary screen, fluorescence polarization, HEK cells, FAbetaB substrate; FAbetaB cleavage; inhibition, % at 5.59 µM; 320,000 compounds, 0.41% hits; AID 434962, 2010;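 active = percent inhibition above the average of all tested compounds plus 3 SD, set per screening campaign, cut at about 16% in these data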;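 note: IDE supplied by intact live HEK cells; FP after avidin binding of uncleaved biotin substrate so inhibition keeps polarization high; 0% = DMSO wells and 100% = 60 µM reference IDE inhibitor Ii1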
* hit, by the source's call; ? = inconclusive; . = not tested or not shown.

SMILES	CRFR2-BP antag	IDE cell activ	pCIP destab	GalR3 antag	NS3 helicase inh	UBC9 SUMO inh	VIM-2 inhibitor	IMP-1 inhibitor	IDE inh
COc1ccc(-c2cc(C(F)(F)F)nc(N3CCCCC3)n2)cc1OC	-19	5	6	-3	4	4	-3.4	-3.5	1
O=C(CSc1n[nH]c(-c2ccncc2)n1)NC1CCS(=O)(=O)C1 (stereo not given)	-9	-6	-3	-4	-2	31	-5.5	-3.0	4
COc1cc2ccccc2cc1C(=O)Nc1ccc(Cc2ccncc2)cc1	-6	-7	-10	-7	-18	3	-4.4	-3.9	8
Cc1ccc(O)c(NC(=S)NC(=O)c2ccccc2Cl)c1	19	0	25	-5	-2	-6	-3.7	-3.4	-1
COc1ccccc1OC(=O)c1cc(Cl)nc2ccccc12	-1	-6	-1	-7	1	1	-1.0	-4.2	2
Cc1cc(OC(=O)c2ccc(S(=O)(=O)N3CCOCC3)cc2)c([N+](=O)[O-])c(=O)[nH]1	-3	3	-4	-4	13	8	0.6	-2.4	.
CCO/C=C1/C(=O)N(c2ccc(OC)cc2)C(=O)c2ccccc21	35	-1	6	-8	-2	12	-1.2	-2.5	3
C/C(Cn1cnc([N+](=O)[O-])n1)=N\NC(=O)c1cccc(F)c1	3	-3	2	-2	1	-52	-4.2	-7.4	2
NS(=O)(=O)c1cccc(C(=O)OCC(=O)NC2CCCc3ccccc32)c1 (stereo not given)	10	0	.	-5	.	.	.	.	-2
Cc1ccc(C(=O)Nc2ccc3c(c2)CCC3)cc1S(=O)(=O)N1CCOCC1	-39	0	-11	-4	5	9	-2.7	-1.3	4
COc1cccc([C@H](O)Cn2cc(-c3ccc(CON=C(C)C)cc3)nn2)c1	.	.	-15	.	4	-10	-4.1	-5.6	4
CCC(C)[C@H](NC(=O)N1CC(=O)Nc2ccccc21)C(=O)Nc1nccs1 (stereo not given in full)	2	7	-10	1	23	-3	-4.6	-3.8	8
CCCCCc1ccc(-c2cn(CN3C(=O)c4ccccc4C3=O)nn2)cc1	-31	-1	-18	-2	16	11	-0.6	-1.9	1
CC(C)CC(c1nnnn1CC1CCCO1)N1CCN(c2nc3ccccc3s2)CC1 (stereo not given)	1	3	4	-1	1	-8	0.8	-0.5	.
Cc1oc2c(C)c3oc(=O)c(CCC(=O)NCCCN4CCOCC4)c(C)c3cc2c1C	-15	-4	-4	1	-34	31	4.7	-2.1	0
CCCc1nnc(NC(=O)CCC(=O)N2CCCCC2)s1	-4	6	-9	-5	-1	10	-4.0	-2.4	1
COc1ccccc1-n1c(=S)[nH]c2c(sc(=S)n2-c2ccccc2C)c1=O	37	-5	22	-4	23	-12	-3.2	-3.3	1
CCOC(=O)c1[nH]c2cc(OC)c(OC)cc2c1NC(=O)CN(C)C1CCCCC1	-10	-6	-14	-4	4	27	2.9	-1.5	-2
CN=C(c1ccc([N+](=O)[O-])cc1)N1CCCCC1	0	5	1	0	-5	-2	-5.2	-2.2	5
COc1ccc(CN2CCCC(C(=O)c3ccc4c(c3)OCO4)C2)c(F)c1 (stereo not given)	6	0	-1	-5	1	0	-5.2	-2.4	4

3 compounds from above, arranged by the number in CRFR2-BP antag, rising:
compound,CRFR2-BP antag,IDE cell activ,pCIP destab,GalR3 antag,NS3 helicase inh,UBC9 SUMO inh,VIM-2 inhibitor,IMP-1 inhibitor,IDE inh
CCCCCc1ccc(-c2cn(CN3C(=O)c4ccccc4C3=O)nn2)cc1,-31,-1,-18,-2,16,11,-0.6,-1.9,1
Cc1oc2c(C)c3oc(=O)c(CCC(=O)NCCCN4CCOCC4)c(C)c3cc2c1C,-15,-4,-4,1,-34,31,4.7,-2.1,0
CC(C)CC(c1nnnn1CC1CCCO1)N1CCN(c2nc3ccccc3s2)CC1 (stereo not given),1,3,4,-1,1,-8,0.8,-0.5,.

11 entries already listed, ordered by count of non-hydrogen atoms, rising:
SMILES	CRFR2-BP antag	IDE cell activ	pCIP destab	GalR3 antag	NS3 helicase inh	UBC9 SUMO inh	VIM-2 inhibitor	IMP-1 inhibitor	IDE inh
CN=C(c1ccc([N+](=O)[O-])cc1)N1CCCCC1	0	5	1	0	-5	-2	-5.2	-2.2	5
CCCc1nnc(NC(=O)CCC(=O)N2CCCCC2)s1	-4	6	-9	-5	-1	10	-4.0	-2.4	1
COc1ccccc1OC(=O)c1cc(Cl)nc2ccccc12	-1	-6	-1	-7	1	1	-1.0	-4.2	2
O=C(CSc1n[nH]c(-c2ccncc2)n1)NC1CCS(=O)(=O)C1 (stereo not given)	-9	-6	-3	-4	-2	31	-5.5	-3.0	4
CCO/C=C1/C(=O)N(c2ccc(OC)cc2)C(=O)c2ccccc21	35	-1	6	-8	-2	12	-1.2	-2.5	3
COc1ccc(-c2cc(C(F)(F)F)nc(N3CCCCC3)n2)cc1OC	-19	5	6	-3	4	4	-3.4	-3.5	1
COc1ccc(CN2CCCC(C(=O)c3ccc4c(c3)OCO4)C2)c(F)c1 (stereo not given)	6	0	-1	-5	1	0	-5.2	-2.4	4
COc1cccc([C@H](O)Cn2cc(-c3ccc(CON=C(C)C)cc3)nn2)c1	.	.	-15	.	4	-10	-4.1	-5.6	4
Cc1cc(OC(=O)c2ccc(S(=O)(=O)N3CCOCC3)cc2)c([N+](=O)[O-])c(=O)[nH]1	-3	3	-4	-4	13	8	0.6	-2.4	.
CCOC(=O)c1[nH]c2cc(OC)c(OC)cc2c1NC(=O)CN(C)C1CCCCC1	-10	-6	-14	-4	4	27	2.9	-1.5	-2
CC(C)CC(c1nnnn1CC1CCCO1)N1CCN(c2nc3ccccc3s2)CC1 (stereo not given)	1	3	4	-1	1	-8	0.8	-0.5	.

Further structures follow.
SMILES	CRFR2-BP antag	IDE cell activ	pCIP destab	GalR3 antag	NS3 helicase inh	UBC9 SUMO inh	VIM-2 inhibitor	IMP-1 inhibitor	IDE inh
COc1ccc(C=O)c(OC)c1	-9	0	-8	-2	3	8	-1.3	-2.8	8
COC(=O)C1C(c2ccccc2)C(C(=O)O)C1c1ccccc1 (stereo not given)	-1	7	-7	-5	3	0	0.6	-3.4	1
Cc1nnc(SCC(=O)Nc2cccnc2Cl)s1	-2	2	.	-2	.	.	.	.	0
Cc1cc(C(=O)N2CCCC(N3CCN(c4cccc(C(F)(F)F)c4)CC3)C2)no1 (stereo not given)	8	1	-3	-1	-4	8	-0.4	-3.2	0
Cn1nc(C(=O)Nc2cc(Cl)ccc2N2CCCC2)c2ccccc2c1=O	0	9	.	-1	.	.	.	.	1
Cc1nc(SCc2ccc(Cl)c(Cl)c2)ncc1C(=O)O	-8	10	-9	-4	13	11	-4.0	-2.7	-4
Cc1nn2c(=O)cc(CSCC(=O)Nc3ccccc3Cl)nc2s1	6	0	2	4	-1	2	-0.5	-1.1	4
O=C(NCCc1ccccn1)c1ccc(COc2ccccc2)o1	12	2	-12	-5	0	11	-2.3	-1.8	0
COc1cc(-c2ccc(Nc3ccccc3C(=O)O)c(OC)c2)ccc1Nc1ccccc1C(=O)O	16	-1	-6	-9	-49	?	0.0	-2.8	.
CCOc1cc(N2CCOCC2)c(OCC)cc1NC(=O)c1ccc(C)s1	14	-1	-8	-3	13	-10	-1.7	0.8	2
CCn1c(=O)n(CC)c2cc(N)ccc21	6	3	-15	-4	-19	16	-4.5	-3.8	0
O=[N+]([O-])c1ccc(S(=O)(=O)N/N=C/c2ccco2)cc1	-7	0	1	5	-9	14	0.8	-0.5	6
CCCC(=O)Nc1c2c(nn1-c1cccc(C)c1C)CS(=O)(=O)C2	-2	0	2	-12	0	-3	-0.1	-1.3	-3
CN(C)C(=O)CC12CC3CC(C1)CC(CC(=O)N(C)C)(C3)C2	4	1	4	-2	-3	2	-1.8	-3.0	3
CCCCn1c(N)c(N(CC(C)C)C(=O)c2ccc(S(=O)(=O)N(CC)c3ccccc3)cc2)c(=O)[nH]c1=O	-27	1	.	-4	.	.	.	.	1
COCCn1nnnc1C(c1ccc(OC)cc1)N1CCN(c2ccccc2F)CC1 (stereo not given)	12	1	-1	0	-13	5	-0.9	-0.5	-5
Cc1c(OC(C)C(=O)NC2CC(C)(C)NC(C)(C)C2)ccc2c3c(c(=O)oc12)CCC3 (stereo not given)	-3	0	-2	1	-1	13	26*	0.8	-4
Cc1cccc(NC(=S)N(C)C)c1C	13	0	1	-3	2	10	-1.3	-1.8	1
Cc1ccc2ncnc(NCCCCCC(=O)O)c2c1	-6	4	-8	-5	24	14	-1.6	-3.6	2
COC(=O)c1ccc(C23CC4(C2)[C@H](CN(Cc2ccc(-c5ccccc5)cc2)[C@@H]4c2ccccc2)C3c2ccc(C(F)(F)F)cc2)cc1 (stereo not given in full)	-24	.	-7	-3	.	14	.	.	0
COCCn1c(SCC(=O)NCc2ccc3c(c2)OCO3)nnc1-c1c[nH]c2ccccc12	-6	3	-2	.	3	2	-4.9	-3.2	2
CC(=O)c1c(C)[nH]c(C(=O)Nc2cccnc2)c1C	1	3	6	2	0	31	0.1	-1.9	6
Cc1nn(C)c(C)c1S(=O)(=O)N1CCC(C(=O)NCC2COc3ccccc3O2)CC1 (stereo not given)	15	2	10	4	5	4	-4.3	-4.0	4
COc1c2n(C)ccc3c-2n(c(=O)c1=O)c1ccccc31	5	4	.	-6	.	.	.	.	4
C=CC(=O)Nc1ccc(Br)cc1	-1	3	12	-3	7	2	-0.5	0.9	-1
COC(=O)c1ccc(C2Nc3cccc4cccc(c34)N2)cc1	9	6	-7	-4	23	21	-6.4	-4.1	-1
COc1ccc([C@H]2CC(=O)C=C(c3cccc(F)c3OC)C2)cc1	13	3	.	-8	.	.	.	.	0
CC1CN=C(NC2CCCCC2C)S1 (stereo not given)	-7	5	-18	-2	1	11	-4.0	-2.2	2
COc1ccc(N2C(=O)CCC(C(=O)O)C2c2ccccc2OC)cc1 (stereo not given)	6	4	15	-6	-24	-13	-0.7	-2.5	0
COc1cc(OC)c(S(=O)(=O)N2CCN(C(=O)c3ccccc3F)CC2)cc1NC(C)=O	8	8	-6	-5	1	12	-0.1	0.8	1
CC(C)CCCC(C)NC(=O)c1cc(S(=O)(=O)N2CCCCC2)ccc1N1CCOCC1 (stereo not given)	2	1	.	-5	.	.	.	.	2
CC(=O)c1ccc(N(CC(=O)NC2CCCC2)C(=O)c2ccc(C)s2)cc1	-2	0	-5	-11	-4	5	-3.0	-5.1	9
CCc1c(C)c2ccc(OCC(=O)N(C)C)c(C)c2oc1=O	19	-2	-8	0	-4	8	9.8*	-5.5	-1
